IDE exosite inh = exo-site inhibitors of human IDE, primary screen, biochemical, fluorescence anisotropy, probe displacement; Insulin-degrading enzyme (Homo sapiens), P14735; purified IDE, FL-6b probe fluorescence polarization; hits give low values; z-score at 20 µM; 17,000 compounds, 6.3% hits; AID 1259349, 2017;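 active means z-score of -3 or lower, meaning strong loss of probe binding signal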;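 further: His-tagged human IDE residues 42-1019 made in E. coli with 30 nM FL-6b probe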
Target sequence (P14735 42-1019 limits assumed): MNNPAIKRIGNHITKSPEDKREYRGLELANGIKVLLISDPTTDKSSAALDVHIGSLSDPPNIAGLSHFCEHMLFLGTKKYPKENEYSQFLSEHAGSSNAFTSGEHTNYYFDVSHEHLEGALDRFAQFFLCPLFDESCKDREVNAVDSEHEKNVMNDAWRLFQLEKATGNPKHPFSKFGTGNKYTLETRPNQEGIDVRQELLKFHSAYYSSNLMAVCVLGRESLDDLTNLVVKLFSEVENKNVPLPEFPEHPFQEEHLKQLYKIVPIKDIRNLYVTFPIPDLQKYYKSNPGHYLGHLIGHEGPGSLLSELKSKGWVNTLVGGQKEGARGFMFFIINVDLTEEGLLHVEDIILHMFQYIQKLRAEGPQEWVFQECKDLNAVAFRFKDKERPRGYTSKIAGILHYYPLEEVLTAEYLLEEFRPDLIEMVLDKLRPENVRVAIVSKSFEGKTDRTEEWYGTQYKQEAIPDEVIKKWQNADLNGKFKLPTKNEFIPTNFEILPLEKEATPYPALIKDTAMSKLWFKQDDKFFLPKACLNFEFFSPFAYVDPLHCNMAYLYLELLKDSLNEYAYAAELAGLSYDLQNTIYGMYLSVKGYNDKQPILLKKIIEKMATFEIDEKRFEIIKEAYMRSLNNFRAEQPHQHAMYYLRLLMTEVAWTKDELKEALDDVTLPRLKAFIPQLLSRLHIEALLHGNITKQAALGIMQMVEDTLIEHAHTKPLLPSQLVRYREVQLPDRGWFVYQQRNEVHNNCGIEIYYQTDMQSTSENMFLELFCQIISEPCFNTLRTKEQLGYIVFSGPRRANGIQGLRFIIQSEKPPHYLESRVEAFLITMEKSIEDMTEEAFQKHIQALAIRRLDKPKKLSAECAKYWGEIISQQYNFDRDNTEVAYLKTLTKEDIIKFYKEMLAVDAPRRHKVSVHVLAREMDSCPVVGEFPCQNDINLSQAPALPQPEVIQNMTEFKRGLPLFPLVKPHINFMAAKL
Starred values were filed as active, the others as inactive.

No.	mol	IDE exosite inh
1	O=C(C[C@@H]1CC[C@@H]2[C@H](COC[C@H](O)CN2S(=O)(=O)c2ccc(F)cc2)O1)NCCN1CCCCC1	1.3
2	C[C@@H]1CN([C@H](C)CO)C(=O)c2cc(N(C)C)ccc2O[C@@H](C)CCCCO[C@H]1CN(C)S(=O)(=O)c1ccc(F)cc1	0.168
3	Cc1noc(C)c1NC(=O)Nc1ccc2c(c1)C(=O)N([C@H](C)CO)C[C@H](C)[C@H](CN(C)S(=O)(=O)c1cccs1)OCCCC[C@@H](C)O2	0.429
4	CCCC(=O)N1CC2(C1)CN(Cc1cccnc1)[C@H](CO)c1[nH]c3cc(OC)ccc3c12	-3.05*
5	CC(=O)N(C)C[C@H]1[C@H](c2ccccc2)[C@@H](CO)N1C(=O)C1CCC1	0.826
6	COCC#Cc1ccc([C@H]2[C@H]3CN(C(=O)c4cccnc4)CC(=O)N3[C@H]2CO)cc1	2.43
7	O=C(Nc1cc(F)ccc1F)N1CCCCN2[C@H](C1)[C@@H](c1ccc(-c3ccccc3)cc1)[C@@H]2CO	4.79
8	C/C=C/c1cnc2c(c1)C(=O)N([C@@H](C)CO)C[C@@H](C)[C@@H](CN(C)C(=O)Nc1cccc(OC)c1)O2	-0.777
9	C[C@H](CO)N1C[C@H](C)[C@@H](CN(C)Cc2ccc(Oc3ccccc3)cc2)Oc2c(NS(=O)(=O)c3cn(C)cn3)cccc2C1=O	-1.54
10	O=C(Nc1ccccc1F)N1C[C@H]2[C@@H](c3ccccc31)[C@H](CO)N2C(=O)Cc1cccnc1	-0.852
11	CCC(=O)N1CC(=O)N2[C@H](C1)[C@H](c1ccc(C#CC3CCCCC3)cc1)[C@@H]2CO	0.723
12	COc1cccc(-c2ccc([C@@H]3[C@H](C#N)N(C(=O)c4ccccn4)[C@H]3CO)cc2)c1	-0.559
13	O=C(c1ccccc1F)N1C[C@@H]2[C@H](c3ccccc31)[C@H](CO)N2C(=O)Nc1ccccc1	-0.205
14	CN(C)CC(=O)N[C@H]1C=C[C@H](CC(=O)NCc2ccc(Cl)cc2)O[C@H]1CO	3.2
15	COc1ccccc1-c1cccc(-c2nc(C(=O)N3CCN(C)CC3)cc3c2[C@@H](CCO)N([S@](=O)C(C)(C)C)C3)c1	0.539
16	C[C@H]1CN([C@@H](C)CO)C(=O)c2cccc(NS(=O)(=O)c3cn(C)cn3)c2O[C@@H]1CN(C)Cc1ccc(Oc2ccccc2)cc1	-2.48
17	C[C@H](O)C#Cc1ccc([C@@H]2[C@@H](CO)N3CCCCN(CC4CC4)C[C@@H]23)cc1	-1.16
18	COCC(=O)N1C[C@H](C)[C@@H](OC)CN(C)C(=O)c2ccc(NC(=O)Nc3cccc(F)c3)cc2OC[C@H]1C	0.963
19	O=C(c1cccnc1)N1CC(=O)N2[C@@H](CO)[C@H](c3ccc(-c4cccnc4)cc3)[C@@H]2C1	-0.787
20	COc1cccc(S(=O)(=O)N[C@@H]2CC[C@@H](CC(=O)NC3Cc4ccccc4C3)O[C@@H]2CO)c1	-1.32

Structural class: those above containing an aryl methoxy group
No.	mol	IDE exosite inh
4	CCCC(=O)N1CC2(C1)CN(Cc1cccnc1)[C@H](CO)c1[nH]c3cc(OC)ccc3c12	-3.05*
8	C/C=C/c1cnc2c(c1)C(=O)N([C@@H](C)CO)C[C@@H](C)[C@@H](CN(C)C(=O)Nc1cccc(OC)c1)O2	-0.777
12	COc1cccc(-c2ccc([C@@H]3[C@H](C#N)N(C(=O)c4ccccn4)[C@H]3CO)cc2)c1	-0.559
15	COc1ccccc1-c1cccc(-c2nc(C(=O)N3CCN(C)CC3)cc3c2[C@@H](CCO)N([S@](=O)C(C)(C)C)C3)c1	0.539
20	COc1cccc(S(=O)(=O)N[C@@H]2CC[C@@H](CC(=O)NC3Cc4ccccc4C3)O[C@@H]2CO)c1	-1.32

Next part.
No.	mol	IDE exosite inh
21	CCc1csc(N2[C@H](C#N)[C@@H](c3ccc(-c4ccc(F)cc4)cc3)[C@H]2CO)n1	3.51
22	CN(C)CC(=O)N1[C@H](CO)[C@H](c2ccccc2-c2ccc(C(=O)N(C)C)cc2)[C@@H]1C#N	-0.393
23	COc1ccc(C#Cc2ccc([C@@H]3[C@@H](CO)N4C(=O)CN(C(=O)c5cccnc5)C[C@@H]34)cc2)cc1	2.14
24	CCNC(=O)c1cc2c(c(-c3cccc(-c4cccnc4)c3)n1)[C@H](CCO)N(S(C)(=O)=O)C2	1.27
25	CCC(=O)NC[C@@H]1[C@@H](c2ccc(-c3ccccc3)cc2)[C@H](CO)N1C(=O)C1CC1	-1.89
26	C[C@H](CO)N1C[C@H](C)[C@H](CN(C)Cc2ccc(F)cc2)Oc2cc(C#CC(C)(C)O)ccc2S1(=O)=O	-0.75
27	O=S(=O)(c1ccccc1)N1CCCCN2[C@H](C1)[C@@H](c1ccc(-c3ccccc3)cc1)[C@@H]2CO	2.46
28	CCCC#Cc1ccc([C@H]2[C@@H](C#N)N(S(C)(=O)=O)[C@@H]2CO)cc1	3.67
29	CN1CCN(C(=O)[C@H]2[C@H](CO)[C@H]3Cn4c(cccc4=O)[C@H]3N2Cc2cc(F)ccc2F)CC1	0.142
30	CN(C[C@H]1N[C@@H](CO)[C@H]1c1ccc(-c2cccc(F)c2)cc1)C(=O)C1CCC1	3.41
31	COCC#Cc1ccc([C@H]2[C@@H](CO)N3C(=O)CN(C(=O)c4ccncc4)C[C@@H]23)cc1	0.643
32	COCC(=O)N1CC2(CCN(Cc3ccccc3)CC2)c2c([nH]c3cc(OC)ccc23)[C@H]1CO	-0.769
33	O=C(NC[C@@H]1N[C@@H](CO)[C@@H]1c1ccc(-c2ccccc2F)cc1)c1ccccn1	-4.54*
34	COc1cccc(C#Cc2ccc([C@@H]3[C@H](CO)N4C(=O)CN(C(C)=O)C[C@@H]34)cc2)c1	-15.3*
35	COc1ccc(S(=O)(=O)N2C[C@@H](O)COC[C@H]3O[C@@H](CC(=O)N[C@H]4CCN(Cc5ccccc5)C4)CC[C@@H]32)cc1	-0.106
36	COc1ccc2c3c(n(C)c2c1)[C@H](CO)NCC31CCN(C(=O)c2ccc(F)cc2)CC1	1.3
37	C/C=C/c1ccc([C@H]2[C@@H](CO)N(C(=O)COC)[C@@H]2CNC(=O)C2CCC2)cc1	3.2
38	O=C(C[C@@H]1CC[C@H]2[C@@H](COC[C@@H](O)CN2CCc2ccccc2)O1)NCCCN1CCOCC1	-0.106
39	CN1c2ccc(Br)cc2[C@H]2[C@H](CCN2S(=O)(=O)c2ccccc2F)[C@H]1CO	2.3
40	CNC[C@@H]1OCCCC[C@@H](C)Oc2ccc(NS(=O)(=O)c3ccc(F)cc3)cc2C(=O)N([C@H](C)CO)C[C@@H]1C	0.744
41	C/C=C/c1ccc([C@H]2[C@@H](CO)N3C(=O)CN(Cc4ccc(C(=O)OC)cc4)C[C@H]23)cc1	2.72
42	COc1ccccc1NC(=O)N1CCCCN2[C@H](CO)[C@H](c3ccc(-c4cccc(C#N)c4)cc3)[C@H]2C1	-1.06
43	COc1ccc(CNC(=O)C[C@H]2CC[C@H](NC(=O)CN(C)C)[C@@H](CO)O2)cc1	0.214
44	C/C=C/c1ccc2c(c1)[C@H]1[C@H](CCN1S(=O)(=O)c1ccccc1F)[C@H](CO)N2	0.242
45	Cc1noc(C)c1S(=O)(=O)N(C)C[C@@H]1OCc2cnnn2CCCC(=O)N([C@@H](C)CO)C[C@H]1C	-0.243
46	CO[C@H]1CN(C)C(=O)c2cc(NC(=O)c3cnccn3)ccc2OC[C@H](C)NC[C@@H]1C	0.0508
47	COc1ccccc1-c1cnc2c(c1)C(=O)N([C@H](C)CO)C[C@H](C)[C@@H](CN(C)C(=O)CC1CC1)O2	-0.479
48	COc1ccc(C#Cc2ccc([C@H]3[C@H]4CN(Cc5ccccc5F)CCCCN4[C@H]3CO)cc2)cc1	5.89
49	CCC(=O)N1CCCCN2[C@@H](CO)[C@@H](c3ccc(-c4ccc(F)cc4)cc3)[C@@H]2C1	0.525
50	O=C(C[C@H]1CC[C@H](NS(=O)(=O)c2ccccc2F)[C@H](CO)O1)NCCCN1CCOCC1	-0.106
51	COc1ccc(-c2ccc([C@@H]3[C@@H](CO)N4C(=O)CN(C(=O)c5ccccn5)C[C@H]34)cc2)cc1	-1.89
52	CN(C)C(=O)C[C@@H]1CC[C@H]2[C@@H](COC[C@H](O)CN2C(=O)C2CCOCC2)O1	0.856
53	CCS(=O)(=O)N1CCCCN2[C@H](C1)[C@@H](c1ccc(-c3ccc(C(=O)N(C)C)cc3)cc1)[C@@H]2CO	0.242
54	CO[C@@H]1CN(C)C(=O)c2ccc(NC(=O)c3ccccc3F)cc2OC[C@H](C)N(C)C[C@H]1C	1.08
55	Cc1cccc(-c2ccc([C@@H]3[C@H]4CN(C(=O)Cc5ccccn5)CC(=O)N4[C@H]3CO)cc2)c1	-14.9*
56	N#C[C@H]1N[C@H](CO)[C@@H]1c1ccc(/C=C/c2ccccc2)cc1	-2.13
57	CCC(=O)N1CC(=O)N2[C@H](CO)[C@H](c3ccc(C#CC4CCCCC4)cc3)[C@H]2C1	1.09
58	COc1ccccc1S(=O)(=O)N[C@@H]1C=C[C@H](CC(=O)N2CCOCC2)O[C@@H]1CO	0.114
59	O=C(Cc1ccccc1)N1CC(=O)N2[C@H](C1)[C@@H](c1ccc(Br)cc1)[C@@H]2CO	-5.06*
60	O=C(C1CCCCC1)N1CC(=O)N2[C@H](CO)[C@H](c3ccc(C#CCc4ccccc4)cc3)[C@H]2C1	-2.95
61	CN(C)C(=O)c1ccc(-c2ccc([C@H]3[C@@H](CO)N4C(=O)CN(C(=O)CC5CC5)C[C@@H]34)cc2)cc1	-0.912
62	O=C(Nc1ccc(F)cc1)N1[C@H](CO)[C@H]2c3ccccc3NC[C@H]21	1.04
63	CN(C)C(=O)c1cccc(-c2ccc([C@@H]3[C@@H](C#N)N(C(=O)C4CCC4)[C@@H]3CO)cc2)c1	-4.23*
64	C/C=C/c1ccc([C@H]2[C@@H](CO)N(CCC)[C@@H]2CNC(=O)NC2CCCC2)cc1	1.8
65	O=C(Nc1ccccc1F)N1CC(=O)N2[C@H](C1)[C@H](c1ccc(C#Cc3ccc(F)cc3)cc1)[C@@H]2CO	4.99
66	O=C(Cc1ccccc1)N1CC[C@@H]2[C@H]1c1cc(C#Cc3cccc(F)c3)ccc1N[C@@H]2CO	3.37
67	C/C=C/c1ccc([C@H]2[C@@H](CO)N(C(C)=O)C23CN(C(=O)NC2CCCCC2)C3)cc1	0.494
68	CCCNC(=O)c1cc2c(c(-c3cccc(-c4ccc(F)cc4)c3)n1)[C@@H](CCO)N([S@](=O)C(C)(C)C)C2	1.58
69	O=C(C[C@@H]1C=C[C@@H](NC(=O)c2cnccn2)[C@@H](CO)O1)NCc1ccccc1F	-0.0542
70	C[C@@H](O)C#Cc1ccc([C@H]2[C@H]3CN(S(=O)(=O)c4ccccc4)CCCCN3[C@H]2CO)cc1	3.66
71	N#C[C@@H]1[C@H](c2ccc(C#Cc3ccc(F)cc3)cc2)[C@@H](CO)N1c1nc(-c2ccccc2)cs1	2.68
72	O=C(NCC1CC1)[C@@H]1[C@@H](CO)[C@@H]2Cn3c(ccc(-c4cccnc4)c3=O)[C@@H]2N1Cc1cocn1	-0.389
73	O=C(Nc1ccccc1F)N1CCCCN2[C@H](C1)[C@H](c1ccc(/C=C/c3ccccc3)cc1)[C@@H]2CO	-0.832
74	C/C=C/c1ccc([C@@H]2[C@H](CO)N(C(=O)COC)[C@H]2CNC(=O)CC)cc1	4.39
75	COc1ccccc1CNC(=O)C[C@@H]1C[C@H]2c3cc(NC(=O)C4CCC4)ccc3O[C@H]2[C@@H](CO)O1	-1.11
76	COc1ccccc1-c1ccc([C@@H]2[C@@H](CO)N3CCCCN(S(=O)(=O)c4cn(C)cn4)C[C@@H]23)cc1	-15.1*

Ordered by heavy-atom count (low to high): part of the list above.
No.	mol	IDE exosite inh
62	O=C(Nc1ccc(F)cc1)N1[C@H](CO)[C@H]2c3ccccc3NC[C@H]21	1.04
63	CN(C)C(=O)c1cccc(-c2ccc([C@@H]3[C@@H](C#N)N(C(=O)C4CCC4)[C@@H]3CO)cc2)c1	-4.23*
70	C[C@@H](O)C#Cc1ccc([C@H]2[C@H]3CN(S(=O)(=O)c4ccccc4)CCCCN3[C@H]2CO)cc1	3.66
66	O=C(Cc1ccccc1)N1CC[C@@H]2[C@H]1c1cc(C#Cc3cccc(F)c3)ccc1N[C@@H]2CO	3.37
71	N#C[C@@H]1[C@H](c2ccc(C#Cc3ccc(F)cc3)cc2)[C@@H](CO)N1c1nc(-c2ccccc2)cs1	2.68
75	COc1ccccc1CNC(=O)C[C@@H]1C[C@H]2c3cc(NC(=O)C4CCC4)ccc3O[C@H]2[C@@H](CO)O1	-1.11
73	O=C(Nc1ccccc1F)N1CCCCN2[C@H](C1)[C@H](c1ccc(/C=C/c3ccccc3)cc1)[C@@H]2CO	-0.832

Only part of the results is shown, so the mix of outcomes need not match the whole.
